PP5 primary: blocks human protein phosphatase 5 activity | hit rate 0.18% among 320,000 | inhibition, % at 6.7 µM | purified PP5c, OMFP substrate fluorescence | P53041 | AID 1987;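 active = inhibition above the campaign's mean inhibition across all tested compounds plus 3 SD, cut at about 9.5% in these data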;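 note: 0% = DMSO only and 100% = 100 µM cantharidin control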
TPT1 inh: blocks Candida albicans tRNA 2'-phosphotransferase | recombinant caTPT1, FP RNA substrate dephosphorylation | inhibition, % at 5 µM | hit rate 0.81% among 300,000;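 active = inhibition above the mean of all tested compounds plus 3 SD, set per screening campaign, cut at about 24% in these data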;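 note: plate controls were DMSO alone for no effect and ferristatin control at 100 nM for full effect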
core dimer inh: HCV core protein dimerization inhibition; hit rate 0.33% among 300,000; inhibition, % at 5 µM; TR-FRET GST/Flag-core106 dimerization, 1536-well;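 active = inhibition above the mean of all tested compounds plus 3 SD, set per screening campaign, cut at about 45% in these data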
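Material: Tagged HCV core106 pair (GST and Flag) | Amount: GST-core106 13.5 nM, Flag-core106 17 nM | Medium: KF-containing HEPES buffer, pH 7.45, DTT, CHAPS, BSA | Reagent: Eu donor and XL665 acceptor anti-tag antibodies | Schedule: 4 h at 22.5 °C | Technique: Time-resolved FRET, ex 340 nm, em 617 and 671 nm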
PAFAH2 inh: PAFAH2 (human) inhibition; hit rate 0.99% among 340,000; Q99487; inhibition, % at 3.39 µM; AID 492956; recombinant PAFAH2, FP-rhodamine activity probe, fluorescence polarization;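 active = inhibition above the mean over all tested compounds plus 3 SD, cut at about 30% in these data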;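 note: inhibitors block probe labeling of enzyme so polarization drops; 0% = enzyme with DMSO and 100% = wells lacking PAFAH2 protein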
proCasp3 act: procaspase-3 (human) activation | recombinant procaspase-3 D3A, Ac-DEVD-pNA absorbance 405 nm | activation, % at 8.5 µM | AID 463141 | P42574 | hit rate 0.11% among 330,000;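 active = activation above the mean of all tested compounds plus 3 SD, cut at about 21% in these data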;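 note: 0% = DMSO alone and 100% = DMSO wells spiked with extra 5 µM PC-3 D3A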
Target sequence (P42574 whole entry D9A/D28A/D175A): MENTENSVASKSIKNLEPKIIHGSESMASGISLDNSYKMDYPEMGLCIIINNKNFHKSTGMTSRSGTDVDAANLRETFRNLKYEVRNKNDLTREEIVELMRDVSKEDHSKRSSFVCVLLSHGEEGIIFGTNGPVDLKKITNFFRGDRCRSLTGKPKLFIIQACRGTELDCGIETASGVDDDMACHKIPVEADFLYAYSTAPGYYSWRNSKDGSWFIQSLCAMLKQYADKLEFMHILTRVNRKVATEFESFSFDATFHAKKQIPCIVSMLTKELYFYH
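Compound: 8.5 µM single point, 0.8% DMSO / Material: Autoprocessing-dead procaspase-3 D3A mutant enzyme / Timing: 1 h preincubation plus 2 h reaction at 25 °C / Medium: Zinc-free HEPES/NaCl buffer with 0.01% Triton X-100 at pH 7.4 / Technique: 405 nm absorbance of p-nitroaniline, reads at 0 and 120 min / Repeats: one well per compound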
Fh CTSL1 inh: counter-screen for PFM18AAP inhibitors: inhibitors of F. hepatica cathepsin L1 | hit rate 0.49% among 300,000 | inhibition, % at 5.96 µM | AID 1906 | recombinant F. hepatica cathepsin L1, Z-Leu-Arg-MCA fluorescence;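 active = inhibition above the mean of all tested compounds plus 3 SD, set per screening campaign, cut at about 17% in these data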;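 note: 0% = plate median of test compound wells and 100% = 1 µM Z-Phe-Ala-diazomethylketone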
proCasp7 act: counter-screen for procaspase-3 activators: activators of human procaspase-7; P55210; recombinant procaspase-7, Ac-DEVD-pNA absorbance 405 nm; D23A/D198A/D206A triple mutant, cannot self-cleave; scale: DMSO 0, 5 µM enzyme 100; AID 463210; activation, % at 8.5 µM; hit rate 0.093% among 330,000;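 active = percent activation above the screen-wide mean plus 3 SD, cut at about 25% in these data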
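Assay system: Uncleavable procaspase-7 mutant enzyme | Input: 2 µM procaspase-7 mutant as dispensed | Timing: 1 h compound preincubation, 2 h substrate cleavage, 25 °C | Repeats: One well per compound | Control set: DMSO wells as 0%, DMSO with 5 µM added PC-7 as 100% | Technique: Epi-absorbance of released pNA at 405 nm, two timepoints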
AHR act: activates the human aryl hydrocarbon receptor; P35869; activation, % at 5 µM; hit rate 2.5% among 320,000; AHR-responsive luciferase reporter cells, luminescence; in the data active = activation above about 47%;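 note: 0% = vehicle wells and 100% = reference agonist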
Target sequence (P35869 whole entry, looked up): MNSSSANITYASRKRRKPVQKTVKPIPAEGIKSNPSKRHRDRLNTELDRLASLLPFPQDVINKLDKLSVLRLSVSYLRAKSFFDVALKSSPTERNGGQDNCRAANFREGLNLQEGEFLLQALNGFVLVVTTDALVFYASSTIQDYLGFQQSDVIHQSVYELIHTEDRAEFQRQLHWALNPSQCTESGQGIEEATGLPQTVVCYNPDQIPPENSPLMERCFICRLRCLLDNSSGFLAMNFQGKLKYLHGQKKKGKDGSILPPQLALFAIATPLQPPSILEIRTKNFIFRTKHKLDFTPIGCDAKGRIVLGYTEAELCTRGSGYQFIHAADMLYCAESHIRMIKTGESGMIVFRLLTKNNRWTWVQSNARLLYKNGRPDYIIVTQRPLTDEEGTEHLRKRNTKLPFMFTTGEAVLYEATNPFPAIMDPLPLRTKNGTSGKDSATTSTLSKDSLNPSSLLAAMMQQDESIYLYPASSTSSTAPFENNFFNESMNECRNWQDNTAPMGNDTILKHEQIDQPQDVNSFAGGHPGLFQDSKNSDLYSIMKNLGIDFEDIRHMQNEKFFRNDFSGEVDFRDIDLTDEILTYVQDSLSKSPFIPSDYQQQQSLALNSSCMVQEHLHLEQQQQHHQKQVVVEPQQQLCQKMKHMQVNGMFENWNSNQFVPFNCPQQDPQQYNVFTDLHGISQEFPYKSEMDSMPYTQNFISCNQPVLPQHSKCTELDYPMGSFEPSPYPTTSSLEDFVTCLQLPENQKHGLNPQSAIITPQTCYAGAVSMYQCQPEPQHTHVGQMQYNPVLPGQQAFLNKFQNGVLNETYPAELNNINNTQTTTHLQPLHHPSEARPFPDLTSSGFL
PP1 counter: counter-screen for PP5 inhibitors: inhibitors of human PP1-alpha. P62136. purified PP1alpha, OMFP fluorescence. inhibition, % at 6.7 µM. hit rate 0.9% among 320,000. AID 2235;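 active = inhibition above the mean inhibition of all tested compounds plus 3 SD, computed separately for each screening campaign, cut at about 15% in these data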
Numbers without * were called inactive; / = not tested or not shown.

Start of the listing, in advance, 4 compounds:
SMILES	PP5 primary	TPT1 inh	core dimer inh	PAFAH2 inh	proCasp3 act	Fh CTSL1 inh	proCasp7 act	AHR act	PP1 counter
CCN(c1ccccc1)S(=O)(=O)c1ccc(OC)c(NC(=O)COc2ccc(C(C)=O)cc2)c1	1.3	-1	7	-1	8	-3	5	-2	-3
O=C(Oc1ccc2ccc(=O)oc2c1)N1CCOCC1	-8.3	-2	-7	-1	2	8	7	3	-3
Cc1cc(Oc2ccc(-c3ccccc3)cc2)n2ncnc2n1	-1.7	-2	-1	2	-5	1	-5	0	2
O=C(CCCOc1ccccc1)Nc1nccs1	0.0	-3	2	-3	5	-1	10	-5	0

All compounds of this part, from the start:
SMILES	PP5 primary	TPT1 inh	core dimer inh	PAFAH2 inh	proCasp3 act	Fh CTSL1 inh	proCasp7 act	AHR act	PP1 counter
CCN(c1ccccc1)S(=O)(=O)c1ccc(OC)c(NC(=O)COc2ccc(C(C)=O)cc2)c1	1.3	-1	7	-1	8	-3	5	-2	-3
O=C(Oc1ccc2ccc(=O)oc2c1)N1CCOCC1	-8.3	-2	-7	-1	2	8	7	3	-3
Cc1cc(Oc2ccc(-c3ccccc3)cc2)n2ncnc2n1	-1.7	-2	-1	2	-5	1	-5	0	2
O=C(CCCOc1ccccc1)Nc1nccs1	0.0	-3	2	-3	5	-1	10	-5	0
O=c1[nH]c2ccccc2n1C1=CCCC1	0.0	-1	0	-1	9	3	-3	-3	-2
O=C1/C(=C/c2ccc(F)c(F)c2)CSc2sccc21	0.2	-3	-2	-2	2	-4	-2	15	2
COc1ccc(OC)c(C(O)c2nc3ccccc3n2C)c1 (stereo not drawn)	-2.5	-3	-12	-3	5	-8	4	-1	3
CCNC(=O)OCc1cn(-c2ccc(Cl)cc2)nn1	2.4	8	-4	2	4	-3	0	3	1
CN(CC1CCCO1)S(=O)(=O)c1ccc(C(=O)Nc2ccc3c(c2)OCO3)cc1 (stereo not drawn)	0.3	-2	21	-12	6	4	-2	5	-3
Cc1cc(NC(=O)COC(=O)C2=COCCO2)c([N+](=O)[O-])cc1C	1.1	-1	0	22	-8	-3	-5	12	5
C=CCn1c(SCC(=O)NCc2ccco2)nc2sc3c(c2c1=O)CCCC3	1.3	-4	8	3	6	8	3	-1	-1
COc1ccc(C2/C=C\CN(C(=O)c3ccccc3)[C@H](Cc3ccccc3)C(=O)N2Cc2ccc(F)cc2)cc1 (stereo partly drawn)	5.5	-4	10	-3	6	-6	6	4	12
C#CCOCCOCCOCCNc1nc(N2CCN(C(=O)[C@H](C(C)C)n3cc(CCO)nn3)CC2)nc(N2CCN(C(=O)[C@H]([C@@H](C)CC)n3cc(CCCN=C(N)N)nn3)CC2)n1	-0.1	-3	-2	0	8	4	-5	4	0
CCCCSc1nc(O)c(Cc2ccccc2)c(=O)[nH]1	-0.5	-1	4	-2	2	-5	11	6	1
CCCc1nnc(SCC(=O)N2CCOCC2)n1Cc1ccco1	-2.4	-1	1	-5	-10	-5	2	2	4
COc1cccc(OC)c1C(=O)Oc1ccc2c(c1)O/C(=C\c1ccncc1)C2=O	0.7	-2	5	-10	1	1	-6	-1	5
Cc1ccccc1NC(=O)Cn1c(=O)n(-c2ccc(CC(=O)NCC3CCCO3)cc2)c(=O)c2ccccc21 (stereo not drawn)	-1.4	2	4	-5	4	-4	8	1	1
CCn1c(C)cc(/C=C2/SC(=O)N(CC(=O)N3CCCC3)C2=O)c1C	0.9	-7	8	0	1	-2	-13	-2	-5
CC(C)COc1ccc(N)cc1OCC(C)C	2.1	0	-5	6	0	0	-5	10	1
CN(C(=O)Cn1cccc1C1=NC(c2ccccc2)CO1)c1ccccc1 (stereo not drawn)	0.8	2	-7	-6	1	-6	12	3	0
CCn1c(SCC(=O)N(C)CC(=O)Nc2cccc(OC)c2)nnc1-c1ccco1	1.6	-2	-1	-2	12	-3	4	-2	-3
Cn1c(=O)n(Cc2ccccc2Cl)c2ccccc21	-0.9	0	4	-2	3	0	-4	1	0
O=c1[nH]c(=S)[nH]nc1Cc1ccccc1	0.1	2	-5	-4	10	5	-10	2	-5
O=C(Nc1ccc(S(=O)(=O)N2CCOCC2)cc1)c1ccc([N+](=O)[O-])s1	0.9	1	3	3	7	1	5	-2	-5
O=C(NCCN1CCOCC1)c1nn2c(c1Cl)NC(c1ccccc1)CC2C(F)(F)F (stereo not drawn)	6.0	1	2	-5	5	-1	-7	1	-1
O=C(NCCc1ccc(Cl)cc1)c1ccc2nc[nH]c2c1	0.2	3	3	4	7	0	0	13	-3
CC1CC(C)CN(C(=O)COC(=O)c2cncc(Br)c2)C1 (stereo not drawn)	/	/	/	4	-3	/	1	0	/
COc1ccc(N(CC(=O)N/N=C/c2ccc3c(c2)OCO3)S(=O)(=O)c2ccccc2)cc1	2.4	2	6	/	3	-4	9	-4	-2
Cc1ccccc1Cn1nc(C)c(NC(=O)C2(C)CC2(Cl)Cl)c1C (stereo not drawn)	-0.5	-2	-9	-3	1	4	17	0	-2
COc1ccccc1NC(=O)Cn1c2ccccc2c2nc3n(c(=O)c21)CCS3	1.2	0	7	-5	-2	-4	-5	6	10
COc1ccc(NC(=O)CSc2nnc(Cn3c(=O)sc4ccccc43)n2C)cc1OC	2.4	0	-8	-3	1	-4	-9	6	-13
COc1ccc(C(=O)CC(=O)C(=O)Nc2ccccc2C(F)(F)F)cc1	1.6	2	5	-6	-2	3	4	-1	-1
CCCc1cc(=O)[nH]c(SC(CC)C(=O)Nc2ccccc2C#N)n1 (stereo not drawn)	1.9	-1	-4	4	0	-3	13	0	3
COC(=O)c1sccc1NC(=O)c1sccc1C	-1.8	1	5	7	-3	4	4	3	-3
CCC(C)n1c(=S)[nH]c2c(sc3ccc([N+](=O)[O-])cc32)c1=O (stereo not drawn)	-0.4	-4	6	-1	-3	-4	7	9	-2
O=C(N1CCOCC1)N1c2ccccc2Sc2ccccc21	3.6	-2	-3	0	7	-3	14	-2	-3
O=C(O)c1cc(-c2cc3ccccc3o2)nn1-c1ccccc1	2.4	2	25	-2	0	0	0	11	45*
O=C(C[C@@H]1C/C=C\C[C@H](Cc2ccc(F)cc2)C(=O)OC[C@@H]2CCCN2C1=O)N[C@H](CO)Cc1ccccc1	/	/	/	9	3	/	-7	0	/
O=C(CSc1nccn(-c2ccc3c(c2)OCCO3)c1=O)Nc1ccccc1	-0.2	-1	0	6	-15	3	3	1	-2
CCOc1ccc(C2CC(c3cccc(C)c3)n3ncnc3N2)cc1 (stereo not drawn)	2.8	2	1	0	3	3	-9	1	1
CCCCn1nc(C(=O)Nc2cccc(C(=O)NC3CC3)c2)c2ccccc2c1=O	2.5	/	/	0	8	/	4	0	-1
C/C(=N\NS(=O)(=O)c1cccc([N+](=O)[O-])c1)c1cccnc1	0.9	1	-3	0	-3	-6	2	0	2
Cc1cc(C)c(NC(=O)C2CCN(C(=O)c3ccco3)CC2)c(C)c1	2.3	3	-6	4	4	0	-1	0	0
CCN(/C(N)=N/c1nc(C)cc(C)n1)c1ccccc1	7.3	0	2	-2	3	0	5	11	1
O=C(O)c1ccccc1/C=N/NC(=O)C1CCCCC1	-0.6	-5	1	2	2	7	-1	0	1
CCOC(=O)N1CCC(NC(=O)c2ccc3c(c2)ncn3C2CCCC2)CC1	0.7	2	0	11	5	5	4	1	1
CCC(CC)C(=O)c1c[nH]c(C(=O)NCc2cccnc2)c1	0.6	-2	-2	-3	6	2	7	19	-3
CCOc1cc(N2CCOCC2)c(OCC)cc1NC(=O)c1oc2ccccc2c1C	0.0	-1	0	10	-1	0	-3	5	-3
CCOc1ccccc1N(CC(=O)N(C)Cc1ccccc1)S(=O)(=O)c1ccccc1	1.0	-3	7	11	0	2	4	-4	-1
Cc1nnc(NC(=O)CSc2nc3c(c(=O)n2CCc2ccccc2)SC(C)C3)s1 (stereo not drawn)	-1.2	4	-7	-6	6	-3	2	0	-3
CCCCS(=O)(=O)N1CN(S(=O)(=O)CCCC)C2NC(=O)NC21 (stereo not drawn)	2.9	0	3	-1	1	1	6	14	2
COc1cccc(OCCCn2ccnc2)c1	5.6	1	-3	8	10	-3	-5	23	-1
COc1ccc(S(=O)(=O)N2CCOCC2)cc1NC(=O)CCCOc1ccc(Cl)cc1C	5.2	/	/	3	4	/	4	-2	1
COc1ccc(C(=O)CCc2ccccc2)c(O)c1	3.8	0	10	0	-3	-1	7	5	-1
O=[N+]([O-])c1cccc(N(CC2CO2)S(=O)(=O)c2ccccc2)c1 (stereo not drawn)	1.8	1	1	-4	-1	3	2	-2	0
COCCCNC(=O)CSc1nc2ccccc2c(=O)n1CCCC(=O)NCC1CCCO1 (stereo not drawn)	0.1	3	-3	4	2	0	7	-1	-3
N#CC1=C(N)Oc2cc(O)ccc2C1C1CCCCC1 (stereo not drawn)	4.5	0	5	-3	-6	1	-2	1	4
CCOC(=O)c1sc(NC(=O)CSc2nnnn2-c2ccc(C)cc2C)nc1C	-7.7	-3	8	-2	1	6	4	6	3
COc1ccc(N2CCN(S(=O)(=O)CCNC(=O)c3ccc4c(c3)OCO4)CC2)cc1	-0.8	0	-3	4	-1	2	12	2	2
Cc1ccc2cccc(S(=O)(=O)NC3CCS(=O)(=O)C3)c2n1 (stereo not drawn)	2.0	-3	2	5	-5	-11	-5	1	-1
Going on with the list.
SMILES	PP5 primary	TPT1 inh	core dimer inh	PAFAH2 inh	proCasp3 act	Fh CTSL1 inh	proCasp7 act	AHR act	PP1 counter
COC(=O)[C@@H](NCc1cccc(CN([C@H](C(=O)OC)C(C)C)S(C)(=O)=O)c1)C(C)C	0.3	2	-10	5	-5	0	-3	3	-5
COc1ccc(CNC(=O)CCCC2=NS(=O)(=O)c3ccccc3N2)cc1	0.4	4	-7	2	3	0	6	2	2
CC(/C=N/NC(=O)Cn1cnc2ccccc21)=C\c1ccccc1	3.0	-1	11	-2	-2	-1	4	-6	3
COc1ccc(/C=C2\OC(=O)c3c(OC)cccc32)cc1OC	3.1	-1	2	-1	-19	0	89*	-1	-2
COc1cc(C(=O)NC(=S)Nc2ccc3c(c2)C(=O)N(C)C3=O)cc(OC)c1OC	3.3	2	-2	7	3	3	-1	1	3
N#Cc1ccc(C(=O)OCC(=O)N2CCN(C(=O)c3ccco3)CC2)cc1	/	/	/	4	-3	/	0	3	/
COc1ccc(C(=O)NC(Cc2ccc(OC(=O)c3ccc(OC)cc3)cc2)C(=O)O)cc1 (stereo not drawn)	4.8	2	6	2	-2	2	-7	1	0
CCCCNC(=O)N1CCN(C/C=C/c2ccccc2)CC1	1.8	-1	-4	3	-7	2	4	0	0
Brc1ccc(C2=Nn3c(nnc3-c3n[nH]c4c3CCC4)SC2)cc1	3.7	1	24	13	-10	-1	-8	78*	22*
COCCNC(=O)COC(=O)C1=Cc2ccccc2OC1	-1.0	-3	-2	11	6	2	0	2	-1

High-throughput results (PubChem)
